# Screening results deposited in PubChem BioAssay by National Center for Advancing Translational Sciences (NCATS).
# L3MBTL1 block = qHTS Assay for the Inhibitors of L3MBTL1 | Lethal(3)malignant brain tumor-like protein 1 (Homo sapiens), Q9Y468 | AlphaScreen L3MBTL1–H3K9me1 peptide binding | Potency, µM (series often up to 57.1 µM), for inactives: at the top dose activity, negative = inhibition, usual class: inhibitors | actives 0.66% (n = 230,000) | AID 485360, 2010; also: % is scaled to controls: 0 for no effect and ±100 for the full control effect; nearly all actives have a fitted effect of over 60% in size
#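 First, the protein-peptide complex forms for 30 min at room temperature (L3MBTL1 50 nM, biotinylated H3K9me1 peptide 75 nM). Next, compounds are pin-transferred and incubated 30 min. Finally, AlphaScreen beads are added and read after 30 min.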
# LMNA splice mod = qHTS Assay for Modulators of Lamin A Splicing; HeLa LMNA splicing GFP/RFP minigene ratio, 48 h; Potency, µM (doses to about 46.1 µM), without a hit: at the highest dose ratio change, negative = inhibition, most hits filed as inhibitors; actives 0.01% (n = 200,000); AID 1487, 2009; active = well fitted inhibition curve with a large enough effect in the signal ratio, with a control signal flat, not every such curve was filed as active; inconclusive = small, poorly fitted or top-dose-only effect, or effect the other way, or a change in a side signal; the % refers to the signal ratio; also: % is scaled to controls: 0 for no effect and ±100 for the full control effect
#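 S3 HeLa cells stably expressing lamin A-EGFP splicing minigene plus DsRed2, 600 cells/well, 48 h compound exposure at 37C. Laser-scanning cytometry; analysed as GFP (500-530 nm)/RFP (575-640 nm) total intensity ratio; 0.5% DMSO vehicle.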
# Tau fibril ThT = qHTS for Inhibitors of Tau Fibril Formation, Thioflavin T Binding. Microtubule-associated protein tau (Homo sapiens), P10636. recombinant tau K18 P301L (four-repeat tau fragment), heparin-induced fibrillization, ThT fluorescence. Potency, µM (highest dose often 57.4 µM), without a hit: top-dose activity, negative = inhibition, actives largely listed as inhibitors. actives 2.1% (n = 270,000). AID 1460, 2008; also: % is scaled to controls: 0 for no effect and ±100 for the full control effect; nearly all actives have a fitted effect of over 55% in size
# Target sequence (P10636 561-689 P618L limits assumed): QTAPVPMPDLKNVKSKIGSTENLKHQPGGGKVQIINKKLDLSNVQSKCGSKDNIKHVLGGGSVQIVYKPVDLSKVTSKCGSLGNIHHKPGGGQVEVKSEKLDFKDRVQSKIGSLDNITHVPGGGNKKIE
#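 K18 P301L tau (15 uM + 0.24 uM Alexa 594-tagged), heparin 20 uM, NaOAc pH 7, 6 h 37 C; ThT 30 uM, 1 h RT, ex 450/em 510 nm.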
# RECQ1 inh = qHTS Assay for Inhibitors of RecQ-Like Dna Helicase 1 (RECQ1). ATP-dependent DNA helicase Q1 (Homo sapiens), P46063. RECQ1 DNA unwinding, red fluorescence kinetic read. Potency, µM (highest dose often 57.3 µM), inactives show at the highest dose activity, negative = inhibition, actives largely listed as inhibitors. actives 0.54% (n = 240,000);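 also: plate controls were vehicle for no effect and no enzyme for full effect; nearly all actives have a fitted effect of over 30% in size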
# Target sequence (P46063 whole entry, looked up): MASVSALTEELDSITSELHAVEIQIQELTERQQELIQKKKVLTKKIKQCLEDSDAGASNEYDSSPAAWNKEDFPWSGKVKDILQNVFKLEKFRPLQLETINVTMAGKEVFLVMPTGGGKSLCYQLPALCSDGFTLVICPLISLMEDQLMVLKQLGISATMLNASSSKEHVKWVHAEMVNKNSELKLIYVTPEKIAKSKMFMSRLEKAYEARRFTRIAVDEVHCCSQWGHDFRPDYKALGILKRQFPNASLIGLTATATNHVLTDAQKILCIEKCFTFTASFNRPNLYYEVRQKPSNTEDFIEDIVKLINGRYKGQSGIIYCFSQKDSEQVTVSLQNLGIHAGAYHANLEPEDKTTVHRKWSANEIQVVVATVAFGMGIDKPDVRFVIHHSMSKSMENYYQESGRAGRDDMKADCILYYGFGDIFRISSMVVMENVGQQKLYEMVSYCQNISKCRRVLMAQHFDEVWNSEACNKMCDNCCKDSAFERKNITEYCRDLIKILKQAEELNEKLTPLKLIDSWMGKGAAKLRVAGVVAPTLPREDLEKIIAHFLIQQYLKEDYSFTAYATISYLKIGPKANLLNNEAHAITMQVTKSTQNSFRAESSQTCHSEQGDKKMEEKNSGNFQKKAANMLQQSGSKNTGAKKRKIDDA
#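 RECQ1T1 50 nM; forked duplex (20 bp + 30-nt ss tails) 200 nM, ATP 2 mM final; pH 8.0, 2 mM MgCl2, 2.5 ug/ml poly(dI-dC); 15 min compound preincubation; discontinuous kinetic read over 2 h at RT.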
# Luc counter = Counterscreen for Luciferase (Kinase-Glo TM) Inhibition | Luciferin 4-monooxygenase (Photuris pensylvanica), Q27757 | Potency, µM (doses to about 38.3 µM), without a hit: top-dose activity change, negative = inhibition, hits mostly inhibitors | actives 0.28% (n = 200,000) | Kinase-Glo luciferase, ATP luminescence, 8 min; also: % is scaled to controls: 0 for no effect and ±100 for the full control effect; nearly all actives have a fitted effect of over 60% in size
#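 Recombinant Kinase-Glo luciferase, 10 uM ATP (linear range), luciferin; imidazole pH 7.2 / KCl / MgCl2 / Tween / BSA buffer; 8 min RT; luminescence.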
# SMN2 splice up = qHTS Assay for Enhancers of SMN2 Splice Variant Expression. actives 2.8% (n = 210,000). Potency, µM (doses to about 46.1 µM), without a hit: top-dose activity change, positive = activation, actives largely listed as activators. HEK293 SMN2-luciferase splicing reporter, luminescence, 30-36 h. AID 1458, 2008; also: % of control where 0% means no effect; nearly all actives have a fitted effect of over 55% in size
#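 qHTS luciferase splicing reporter: luminescence rises when SMN2 exon 7 is included in transfected HEK293 cells. Compound exposure lasted 30-36 h at 37C, with 4.5 mM final sodium butyrate as control, followed by a ONE-Glo read.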
# KDM4E inh = qHTS Assay for Inhibitors of Human Jumonji Domain Containing 2E (JMJD2E). Lysine-specific demethylase 4E (Homo sapiens), B2RXH2. JMJD2E catalytic domain, FDH-coupled NADH fluorescence (FDH is formaldehyde dehydrogenase). Potency, µM (titrated, usually from 57.1 µM), for the others: top-dose activity change, negative = inhibition, hits mostly inhibitors. actives 1.6% (n = 230,000); active = well fitted inhibition curve with a large enough effect, not every such curve was filed as active; inconclusive = small, poorly fitted or top-dose-only effect, or another doubt; inactive = no such curve, though single readings can be large or run the other way;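 also: 0% = wells with enzyme and -100% = buffer wells without enzyme; nearly all actives have a fitted effect of over 50% in size; many of its hits are not listed in these tables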
# Target sequence (B2RXH2 1-337 limits assumed): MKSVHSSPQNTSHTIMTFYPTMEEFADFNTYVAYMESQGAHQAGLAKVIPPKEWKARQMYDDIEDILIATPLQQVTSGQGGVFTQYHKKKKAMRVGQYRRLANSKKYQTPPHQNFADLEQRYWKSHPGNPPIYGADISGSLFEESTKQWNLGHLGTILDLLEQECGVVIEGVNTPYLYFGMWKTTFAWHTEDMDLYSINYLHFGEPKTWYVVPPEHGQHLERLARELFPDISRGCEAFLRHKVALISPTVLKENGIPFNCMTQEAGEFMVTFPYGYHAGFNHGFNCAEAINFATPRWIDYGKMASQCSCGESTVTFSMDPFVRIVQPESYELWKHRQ
# ALDH1A1 inh = qHTS Assay for Inhibitors of Aldehyde Dehydrogenase 1 (ALDH1A1) | Purified ALDH1A1, NADH fluorescence, propionaldehyde substrate | actives 7.3% (n = 220,000) | Potency, µM (series often up to 75.3 µM), for the others: at the highest dose activity, negative = inhibition, actives largely listed as inhibitors | AID 1030, 2008 | Aldehyde dehydrogenase 1A1 (Homo sapiens), P00352; active = well fitted inhibition curve with a large enough effect, not every such curve was filed as active; inconclusive = small, poorly fitted or top-dose-only effect, or another doubt; inactive = no such curve, though single readings can be large or run the other way;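 also: plate controls were no enzyme wells and a reference inhibitor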
# Numbers without * were called inactive; i = inactive; ? = inconclusive; nt = not tested or not shown; & = joins results of further samples; [ ] = remark or other dose. Unless noted, calls follow the shape of the dose curve; as a rule, active = well fitted curve in the direction sought with a large enough effect; inconclusive = small, poorly fitted or top-dose-only effect, or another doubt; inactive = no such curve, though single readings can be large; an effect the other way counts as inactive or inconclusive. Potency is read from the fitted curve at half-maximal effect. This is a subset; the hit share may differ from the screen's.
SMILES,L3MBTL1 block,LMNA splice mod,Tau fibril ThT,RECQ1 inh,Luc counter,SMN2 splice up,KDM4E inh,ALDH1A1 inh
CCOC(=O)Cc1csc(NC(=O)COc2ccccc2OCC)n1,10%,11%,-5%,4%,-5%,-5%,5%,4%
CCN(CC)C(=S)SC1CCCCN(C(=O)c2ccc(F)cc2)C1=O (configuration not stated),nt,-5%[46 µM],-12%,-10%,-2%,9%,0%,1%
Cc1ccc2cc(C(c3nnnn3C3CCCC3)N3CCOCC3)c(=O)[nH]c2c1C (configuration not stated),7%,-9%,-5%,-7%,-1%,-17%,-2%,-13%
COc1ccccc1N1CCN(CCCC(=O)c2ccc(F)cc2)CC1,1%,4%,-8%,-1%,2%,9%,1%,25%
Cc1[nH]c2ccccc2c1CC(=O)O,nt,17%,?,-1%,2%,nt,?,?
CC(=O)Nc1nc2ccccc2n1Cc1ccc(C)cc1,nt,-13%[46 µM],-5%,i,-8%,-12%,2%,1%
CCCCCCCCCCCCCCCC(=O)C(F)(F)F,nt,nt,-13%,-2%,0%,nt,-6%,-2%
Cc1[nH]n(-c2ccccc2)c(=O)c1C(c1ccccc1C(=O)O)c1c(C)[nH]n(-c2ccccc2)c1=O,5%,-4%,?,10%,-1%,-15%,2%,-10%
COC(=O)c1ccc(C)c(-n2c(C)cc(C=O)c2C)c1,-15%,0%,-9%,1%,0%,-13%,1%,1.8µM*
Cc1cc(C)c(NC(=O)CN(C2CCCCC2)C2CCCCC2)c(C)c1,nt,-3%,-16%,-8%,15%,12%,-1%,6%
O=C(c1ccc([N+](=O)[O-])s1)N1CCN(c2ccccc2)CC1,-3%,?,?,i,-1%,-3%,-1%,4%
COc1cc2c(cc1OC)OC(C)(C)C=C2,nt,nt,-11%,i,-1%,-2%,-28%,-4%
CNC(=S)N(Cc1ccc(OC)cc1)C1CC(=O)N(c2ccc(C(=O)OC)cc2)C1=O (configuration not stated),5%,-22%,-5%,-4%,nt,nt,-10%,?
CCn1c(C)nc2cc(S(=O)(=O)N3CCCCC3)ccc21,43%[activator],-4%,3%,-1%,-3%,-34%[inhibitor],-4%,1%
CCOc1ccc(NCC(=O)Nc2ccc(Cl)cc2C)cc1,-3%,-2%,?,-4%,6%,-21%,5%,3.5µM*
Cc1ccc(-c2cc(C(=O)NCc3cnn(C)c3)c3cc(Br)ccc3n2)cc1,0%,-6%,?,-3%,3%,-3%&16%,?,-3%
Cc1nc(N2CCOCC2)c(C#N)c2c1COC(C)(C)C2,12%,-7%,-2%,0%,3%,-3%,?,?
Brc1cccc(-c2nnc(-c3ccccc3)o2)c1,28%[11.4 µM],-10%,-13%,-1%,-3%,18µM*,-6%,2%
Cc1cc(F)ccc1NCc1cc2c(cc1[N+](=O)[O-])OCO2,?,15%,?,0%,5%,10%,-7%,11µM*
COC(c1ccccc1)c1nnc(CCC(=O)NCCCc2ccccc2)o1 (configuration not stated),1%,nt,-8%,-6%,-2%,nt,-6%,0%
C=CC(=O)NCc1ccc(-c2csnn2)cc1,-4%,nt,-5%,-12%,nt,nt,7%,3%
CN1CCC(OC(=O)COc2ccc(Br)cc2)CC1,2%,nt,-3%,0%,-3%,-4%,-1%,?
Fc1ccc(-c2cc(C(F)(F)F)n3ncnc3n2)cc1,nt,18%[46 µM],1%,i,0%,18%,?,?
COCCCNC(=O)c1ccc(CS(=O)(=O)Cc2cccc(C)c2)o1,9%,4%,-14%,i,8%,-5%,-1%,8%
Cc1ccc(O)c(-n2nc3ccccc3n2)c1,21%,?,-9%,-4%,-29%,nt,-10%,-7%

# Carrying on:
SMILES,L3MBTL1 block,LMNA splice mod,Tau fibril ThT,RECQ1 inh,Luc counter,SMN2 splice up,KDM4E inh,ALDH1A1 inh
N#CC1=C(N)NC(SCc2ccc(Cl)cc2)=C(C#N)C12CCCCC2,-2%,?,?,-3%,-6%,-33%[inhibitor],-4%,13µM*
O=C(COc1cccc2c1CCN(Cc1ccc(Br)cc1)C2=O)N1CCOCC1,4%,20%[9.22 µM],-14%,-11%,2%,-46%[inhibitor],2%,-1%
CCOC(=O)N1CCN(C(=O)COc2ccc3c(c2)C(=O)CC(C)(C)O3)CC1,nt,5%[46 µM],-7%,-2%,-1%,-15%,?,?
CN1CCN(NC(=O)c2ccc(Cl)c([N+](=O)[O-])c2)CC1,nt,0%,-13%,13%,-4%,14%,-7%,-11%
COc1ccc(NC(=S)N(Cc2ccccn2)Cc2ccccc2Cl)cc1,nt,nt,-9%,0%,2%,-27%,-10%,?
COc1ccc(CCNC(=O)/C(C#N)=C/c2cccc(OCc3ccccc3)c2)cc1OC,-7%,?,-17%,-1%,2%,-22%,-16%,-12%
NS(=O)(=O)c1ccc(CCNC(=O)CSc2nc3ccsc3c(=O)n2CCCCC(=O)O)cc1,nt,nt,1%,3%,1%,-2%,3%,-5%
O=C(/C=C/c1ccc(Cl)cc1)NCCSc1ccccc1,7%,-9%,-11%,i,-3%,-7%,3%,9%
Cc1c(Cl)c([N+](=O)[O-])nn1CCCC(=O)O,?,nt,8%,12%,4%,7%,2%,?
NC(=O)c1ccsc1NC(=O)c1ccco1,nt,-11%,?,-2%,14%,3%,-18%,25µM*
Cc1ccc2nc(SCC(=O)c3ccc(O)cc3O)[nH]c2c1,26%,?,?,-11%,nt,nt,18%,-8%
C/C(=N\Nc1ccc(C(=O)O)cc1)c1ccc(Br)cc1,?,-2%[46 µM],?,i,nt,nt,-6%,6%
CCOc1ccccc1NC(=O)Cn1c(=O)c2ccccc2n(CC)c1=O,16%,-8%,-9%,-2%,1%,1%,-6%,9%
COc1cc(NC(=O)CCCn2c(=S)[nH]c3ccccc3c2=O)cc(OC)c1OC,nt,nt,-14%,-1%,-2%,-5%,-9%,11%
COC(=O)Nc1ccc(SCC(=O)c2ccc(Cl)cc2)cc1,-13%,-9%[46 µM],?,-5%,0%,-2%,4%,?
C=CCN1C(=O)/C(=c2\sc3nc(=O)c(Cc4ccccc4)nn3c2=O)c2ccccc21,-13%,?,18µM*,0%,nt,nt,-12%,3.5µM*
CN1CCC(Oc2ccccc2Sc2ccccc2)CC1,-16%,-14%,-4%,0%,-1%,-33%[inhibitor],?,0%
O=[N+]([O-])O[C@H]1CO[C@H]2[C@@H]1OC[C@H]2O,nt,nt,-5%,i,0%[39.9 µM],nt,nt,9%
CC(=O)NC1CC2CCCC(C1)N2CC(=O)N1CCCc2ccccc21 (configuration not stated),-6%,-8%,9%,-3%,4%,?,-10%,-2%
Cc1ccc(S(=O)(=O)N2CCCC2)cc1S(=O)(=O)N1CCCC1,6%,-14%,-14%,0%,-3%,-13%,5%,18µM*
C=CCOC(=O)C1(C(NC(=O)OC)c2ccccc2)C(=O)Cc2ccccc21 (configuration not stated),nt,nt,-5%,0%,-2%,3%,4%,4.5µM*
N#C/C(=C/c1cccn1-c1cccc(C(=O)O)c1)c1ccc(Cl)cc1,25µM*,12%[46 µM],-17%,?,1%,7%,-1%,-9%
O=C(O)c1ccc(S(=O)(=O)Nc2cccc(CP(=O)(c3ccccc3)c3ccccc3)c2)cc1,6%,nt,-13%,-1%,nt,nt,4%,nt
Cn1c(=S)[nH]c2scc(-c3cccs3)c2c1=O,38%[activator],?,?,-15%,-4%,12%,?,22µM*
Cc1ccccc1C(=O)N1CCN(c2ccc(NC(=O)c3cccnc3Cl)cc2)CC1,-4%,?,?,i,0%,nt,-11%,-5%

# Continuation:
SMILES,L3MBTL1 block,LMNA splice mod,Tau fibril ThT,RECQ1 inh,Luc counter,SMN2 splice up,KDM4E inh,ALDH1A1 inh
Cc1ccccc1NC(=S)NC(NC(=O)N(C)C)C(Cl)(Cl)Cl (configuration not stated),7%,1%,-5%,-6%,-1%,-5%,4%,?
CCCCn1c(SCC(=O)NC(C)CC)nc2ccc(N3CCOCC3)cc2c1=O (configuration not stated),-9%,8%,?,12%,-9%,0%,?,?
COC(=O)c1c(NC(=O)C2C3CCC(O3)C2C(=O)O)sc2c1CCCCCC2 (configuration not stated),-5%,?,5%,5%,-4%,-9%,-3%,3%
Cc1ccc(Cn2c(CN3CCN(C(=O)c4ccco4)CC3)nc3c2c(=O)n(C)c(=O)n3C)cc1,-7%,-2%,-22%,14%,-3%,-3%,0%,0.16µM*
COc1ccc(-n2c(O)c(Cc3ccccc3)c(=O)n3nc(-c4ccccc4)c(=O)cc23)cc1,9%,-7%,-12%,-9%,-2%,7%,-7%,0%
CCOC(=O)c1cccc(NC(=O)CSc2nnnn2CC)c1,-3%,0%,-3%,-11%,9%,-18%,-4%,-2%
COc1ccc(-c2csc(=Nc3c(C)n(C)n(-c4ccccc4)c3=O)n2C(C)(C)C)cc1,1%,1%,-5%,16%,-5%,-10%,2%,2%
Cc1[nH]c2c(C)cccc2c(=O)c1Br,-4%,9%,-3%,-9%,1%,-23%,-3%,9%
O=C1OC(c2ccccc2)c2ccc3ccccc3c21 (configuration not stated),28%,?,1%,0%,-4%,-4%,?,?
CC(C)(C)c1ccc2c(c1)OC(C(=O)N/N=C/c1ccc([N+](=O)[O-])o1)CO2 (configuration not stated),20%,nt,?,-14%,nt,nt,-6%,nt
COc1ccccc1C(=O)CSc1cccc[n+]1[O-],33%[activator],-14%[9.22 µM],-7%,-2%,2%,5%,-5%,14µM*
O=S(=O)(c1ccccc1)N1CCC2(CCCN(c3ccncc3)C2)CC1,nt,nt,nt,-3%,1%,-36%[inhibitor],nt,-1%
O=c1oc2ccccc2c(NCc2ccccc2)c1[N+](=O)[O-],1%,?,-14%,8%,-2%,7%,0%,11µM*
